TCR activator – Activators of T cell receptors: qHTS campaign | primary human leukocytes, anti-CD3, IL-2 HTRF, 48 h | Potency, µM (top dose mostly 9.22 µM), inactives show top-dose activation of IL-2 secretion, hits mostly activators | 330,000 tested, under 10 active; further: % of control where 0% means no effect
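Readout: HTRF IL-2, Eu-cryptate/d2 antibody pair, 320nm excitation, 665nm emission. Stimulus: a-CD3 beads, no co-stimulation. Cells: primary human leukocytes. Exposure: 48 hr with compound.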
FBPA coupling cs – qHTS Assay for Inhibitors of Fructose-1,6-bisphosphate Aldolase from Giardia Lamblia: Coupling assay counterscreen; activity change, negative = inhibition, % at 58.2 µM, hits read low; 290,000 compounds, 0.67% hits; AID 2472, 2010; coupling enzyme system counterscreen, AmpLite Red fluorescence; in the data active means activity change below about -30%; further: on the % scale 0 is the no-effect control and ±100 the full control effect
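Coupling enzymes only (glyceraldehyde-3-phosphate) + compound, at 57.5 uM final, 10 min RT; add substrate/coupling/AmpLite Red mix, 20 min RT; fluorescence ex 525/em 598 nm. Actives flag coupling-system interference.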
KCNH2 WT inh – qHTS for Inhibitors of KCHN2 3.1: Wildtype qHTS. Voltage-gated inwardly rectifying potassium channel KCNH2 (Homo sapiens), Q12809. AID 720551, 2013. U2OS, BacMam KCNH2, thallium flux FluxOr; active compounds read low. 340,000 compounds, 0.37% hits. activity change, % at 1.84 µM;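 active means maximum activity change below -70%; inconclusive means maximum activity change between -70% and -50%; inactive means maximum activity change above -50%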; further: on the % scale 0 is the no-effect control and ±100 the full control effect
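U2OS cells were transduced with wild-type KCNH2 virus (2.03 x 10^8 / mL) for 4 h at room temperature, then cultured overnight at 37 C. Thallium flux was read with FluxOr dye. Rate constants were normalized to DMSO controls.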
Giardia killer – Small Molecules that selectively kill Giardia lamblia: qHTS; activity change, % at 7.66 µM, hits read low; Giardia lamblia trophozoite viability; 340,000 compounds, 0.15% hits; AID 540267, 2011; in the data active means activity change below about -80%; inconclusive means between about -30% and that limit;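 further: parasites exposed to compound for two days anaerobically before the ATP read; on the % scale 0 is the no-effect control and ±100 the full control effect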
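Viability, read as ATP luminescence: trophozoites at 100 cells/well, compound added, 48 hrs anaerobic at 37 deg C, then 15-30 min room-temperature development before reading.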
AT treatment – qHTS Assay for Identifying a Potential Treatment of Ataxia-Telangiectasia | […] A-T fibroblasts, KAP-1 phosphorylation AlphaLISA; neocarzinostatin DNA damage 30 min before lysis | Potency, µM (top dose mostly 57.5 µM), without a hit: at the top dose activation, hits mostly activators | 320,000 compounds, 0.19% hits | AID 485349, 2010; further: potency means the concentration at half of the fitted maximal effect; % of control where 0% means no effect; nearly all actives have a fitted effect of over 45% in size
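hTERT-immortalized A-T patient fibroblasts ([…]), 500 cells/well in OPTI-MEM, 1% FBS, got compounds for 60 min, then NCS for 30 min at 37C. Lysates were then assayed for phospho-KAP-1 by AlphaLISA (anti-pKAP1 donor, anti-KAP1 acceptor beads), 6 hr at 25C.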
TSHR antag – Antagonists of the Thyroid Stimulating Hormone Receptor: HTS campaign; Thyrotropin receptor (Homo sapiens), P16473; TSHR-expressing cells, TSH-stimulated cAMP HTRF, 2 h; active compounds read low; activity change, negative = inhibition, % at 11.5 µM; 330,000 compounds, 0.2% hits;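 active means activity change below a set negative limit, meaning inhibition stronger than a set level, cut at about -70% in these data; inconclusive means activity change between two set negative limits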; further: on the % scale 0 is the no-effect control and ±100 the full control effect
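TSHR-expressing cells were treated with compounds, then stimulated with TSH at EC80 (4nM final) for 2 hours at 37 deg C. Cellular cAMP was measured by HTRF competition between lysate cAMP and cAMP-d2 for a cryptate-labelled anti-cAMP antibody.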
Tb PFK block – qHTS Assay to Find Inhibitors of T. brucei phosphofructokinase; T. brucei PFK, ADP-Glo luminescence; ATP-dependent 6-phosphofructokinase (Trypanosoma brucei brucei), O15648; Potency, µM (titrated, usually from 57.5 µM), for inactives: top-dose activity, negative = inhibition, usual class: inhibitors; 330,000 compounds, 0.17% hits;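 further: potency means the concentration at half of the fitted maximal effect; 0% = uninhibited 1x PFK enzyme wells and -100% = no-enzyme wells; nearly all actives have a fitted effect of over 60% in size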
Target sequence (O15648 whole entry, looked up): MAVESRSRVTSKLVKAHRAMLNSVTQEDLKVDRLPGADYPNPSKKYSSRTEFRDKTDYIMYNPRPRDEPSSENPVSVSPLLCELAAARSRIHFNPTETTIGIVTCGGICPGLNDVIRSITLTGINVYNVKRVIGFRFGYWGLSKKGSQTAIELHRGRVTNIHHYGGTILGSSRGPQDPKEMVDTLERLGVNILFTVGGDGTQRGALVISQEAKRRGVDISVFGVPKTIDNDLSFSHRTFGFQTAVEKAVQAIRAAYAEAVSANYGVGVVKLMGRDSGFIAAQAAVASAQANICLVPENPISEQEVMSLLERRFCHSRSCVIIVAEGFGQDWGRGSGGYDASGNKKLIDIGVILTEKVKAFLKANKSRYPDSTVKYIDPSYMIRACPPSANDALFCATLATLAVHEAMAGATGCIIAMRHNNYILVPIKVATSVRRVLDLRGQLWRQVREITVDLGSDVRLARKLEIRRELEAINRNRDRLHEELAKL
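1.25 nM PFK with 0.5 mM F6P and 0.1 mM ATP in 0.1 M TEA pH 8.0, 5 mM MgCl2, incubated 45 min at room temperature; ADP measured by ADP-Glo luminescence; compounds titrated up to 57 uM.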
GALK inhibitor – qHTS Assay for Inhibitors of Human Galactokinase (GALK). P51570. Purified GALK, Kinase-Glo residual ATP luminescence. Potency, µM (titrated, usually from 57.5 µM), for inactives: at the highest dose activity change, negative = inhibition, hits mostly inhibitors. 270,000 compounds, 0.007% hits; further: potency means the concentration at half of the fitted maximal effect; on the % scale 0 is the no-effect control and ±100 the full control effect
Target sequence (P51570 whole entry, looked up): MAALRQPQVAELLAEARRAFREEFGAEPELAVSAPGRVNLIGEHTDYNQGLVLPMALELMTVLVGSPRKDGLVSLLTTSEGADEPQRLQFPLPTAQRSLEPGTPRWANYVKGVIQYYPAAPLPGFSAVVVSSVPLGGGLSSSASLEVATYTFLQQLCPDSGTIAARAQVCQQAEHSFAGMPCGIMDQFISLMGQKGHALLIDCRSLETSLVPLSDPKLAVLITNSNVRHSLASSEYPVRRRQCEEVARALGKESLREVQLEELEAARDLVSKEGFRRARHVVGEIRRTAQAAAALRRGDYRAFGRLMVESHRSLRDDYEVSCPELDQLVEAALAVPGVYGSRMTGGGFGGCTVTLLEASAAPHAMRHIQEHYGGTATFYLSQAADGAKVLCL
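Luminescence from leftover ATP (Ultra-Glo luciferase/luciferin) served as read-out after a 1 h room-temperature reaction of 5 nM GALK with 35 uM ATP and 100 uM galactose.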
Chronic BCR inh – qHTS Assay to Find Inhibitors of Chronic Active B-Cell Receptor Signaling | ABC-DLBCL IkBa-CBG/CBR reporter, luminescence ratio, 4 h | Potency, µM (series often up to 46.1 µM), for inactives: at the top dose ratio change, negative = lower green/red ratio, usual class: inhibitors | 340,000 compounds, 0.05% hits; active means well fitted inhibition curve with a large enough effect in the signal ratio, with a control signal flat, not every such curve was filed as active; inconclusive means small, poorly fitted or top-dose-only effect, or effect the other way, or a change in a side signal; the % refers to the signal ratio;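 further: potency means the concentration at half of the fitted maximal effect; plate controls were basal doxycycline-induced cells for no effect and cells given 10 µM MG132 for full effect; MG132 reads +100%, hits lower the ratio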
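Concentration-response series (up to 46 uM) were applied to TMD8 dual-reporter cells for 4 h at 37C with doxycycline. Green/red ratio, after filter-overlap correction, defined %Activity; red signal alone was normalised to basal cells and zero luminescence.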
MLL CXXC-DNA inh – qHTS Fluorescence Polarization Assay for Inhibitors of MLL CXXC domain - DNA interaction | AID 2662, 2010 | Potency, µM (titrated, usually from 115 µM), without a hit: top-dose activity change, negative = inhibition, actives largely listed as inhibitors | 290,000 compounds, 0.037% hits | Histone-lysine N-methyltransferase 2A (Homo sapiens), Q03164 | MLL-CXXC / FITC-HOXA9 DNA fluorescence polarization; active means well fitted inhibition curve with a large enough effect in the polarisation, with a control signal flat, not every such curve was filed as active; inconclusive means small, poorly fitted or top-dose-only effect, or effect the other way, or a change in a side signal; inactive means no such curve, though single readings can be large or run the other way; the % refers to the polarisation; further: potency means the concentration at half of the fitted maximal effect
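Fluorescence polarization: 7 uM MLL-CXXC (stock) preincubated 5 min with compounds, then 50 nM fluorescein-HOX-A9 DNA (stock) added; 30 min ambient. Buffer 50 mM Tris-HCl pH 7.5, 50 mM NaCl, 1 mM DTT, 0.05% BSA.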
* hit, by the source's call; [ ] = remark or other dose. Unless noted, the call rests on the fitted dose curve; in most records, active means well fitted curve in the direction sought with a large enough effect; inconclusive means small, poorly fitted or top-dose-only effect, or another doubt; inactive means no such curve, though single readings can be large; an effect the other way counts as inactive or inconclusive.

Nc1ccc2c(c1)nnn2-c1ccccc1 was read as TCR activator -1%, FBPA coupling cs -3, KCNH2 WT inh 3, Giardia killer 22, AT treatment 21%, TSHR antag 26, Tb PFK block -7%, GALK inhibitor 4%, Chronic BCR inh inconclusive and MLL CXXC-DNA inh -1%.
For O=C(NCc1ccco1)c1cccc(NC(=O)c2ccco2)c1 the results were TCR activator -2%, FBPA coupling cs -6, KCNH2 WT inh 12, Giardia killer 5, AT treatment 1%, TSHR antag 4, Tb PFK block -4%, GALK inhibitor -2%, Chronic BCR inh inconclusive and MLL CXXC-DNA inh 19%.
For CCOC(=O)NC(=O)C(/C=N/c1sccc1C(=O)OC)=C(\C)O the results were TCR activator 2%, FBPA coupling cs 2, KCNH2 WT inh -10, Giardia killer 8, AT treatment -2%, TSHR antag 4, Tb PFK block -6%, GALK inhibitor 2%, Chronic BCR inh -3% and MLL CXXC-DNA inh -28%.
For O=C(NCc1cccnc1)Nc1cccc(F)c1 the results were TCR activator 8%, FBPA coupling cs -1, Giardia killer -16, AT treatment -1%, TSHR antag -5, Tb PFK block -4%, GALK inhibitor 0%, Chronic BCR inh -5% and MLL CXXC-DNA inh 6%.
Cc1cc(C)cc(N(C(=O)CNC(=O)c2ccco2)C(C(=O)NC2CCCC2)c2cccnc2)c1 (stereo not given) was read as TCR activator 7%, FBPA coupling cs 0, KCNH2 WT inh -2, Giardia killer 6, AT treatment 7%, TSHR antag -3, Tb PFK block -6%, GALK inhibitor 2%, Chronic BCR inh 1% and MLL CXXC-DNA inh -1%.
Screening CCOc1ccc(OCC(=O)OC(C)C(=O)Nc2ccc(Cl)cn2)cc1 (stereo not given) returned TCR activator -20%, KCNH2 WT inh -33, Giardia killer -6, AT treatment -6%, TSHR antag -9, Tb PFK block -2% and Chronic BCR inh 2%.
Screening CN(C)c1ccc(CNn2cnnc2SCC(=O)NC(C)(C)C)cc1 returned TCR activator 2%, FBPA coupling cs -1, KCNH2 WT inh 1, Giardia killer -18, AT treatment 6%[11.5 µM], TSHR antag 10, Tb PFK block 0%, GALK inhibitor 2%, Chronic BCR inh 7% and MLL CXXC-DNA inh 4%.
For Cc1cc(C)c2nc(SCC(=O)NNC(=O)c3ccco3)c(C)cc2c1 the results were TCR activator 12%, FBPA coupling cs 5, KCNH2 WT inh inactive, Giardia killer 46[activator], AT treatment -3%, TSHR antag 6, Tb PFK block 0%, GALK inhibitor 1%, Chronic BCR inh -15% and MLL CXXC-DNA inh -12%.
For O=C(CSc1nc2c([nH]c3ccccc32)c(=O)n1-c1cccc(Cl)c1)N1CCOCC1 the results were TCR activator -5%[46.1 µM], FBPA coupling cs 0, KCNH2 WT inh -2, Giardia killer -5, AT treatment 1%, TSHR antag -2, Tb PFK block 0%, GALK inhibitor 0%, Chronic BCR inh inconclusive and MLL CXXC-DNA inh 15%.
O=c1ccsn1Cc1ccccc1 was read as TCR activator 7%, FBPA coupling cs -3, KCNH2 WT inh -15, Giardia killer 5, AT treatment 0%, TSHR antag -7, Tb PFK block 11µM*, GALK inhibitor -2%, Chronic BCR inh inconclusive and MLL CXXC-DNA inh 13%.
For Cc1noc(/C=C/N(C)C)c1S(=O)(=O)N1CCc2ccccc21 the results were TCR activator 1%, FBPA coupling cs -1, KCNH2 WT inh -1, Giardia killer 18, AT treatment 25µM*, TSHR antag -11, Tb PFK block -1%, GALK inhibitor -3%, Chronic BCR inh 2% and MLL CXXC-DNA inh -10%.
`CCC(C)[C@H](NC(=O)CCn1nnc2ccccc2c1=O)C(=O)O` (stereo not given in full) gave TCR activator 5%[46.1 µM], FBPA coupling cs 4, KCNH2 WT inh -14, Giardia killer 5, AT treatment 7%, TSHR antag 7, Tb PFK block 7%, Chronic BCR inh 0% and MLL CXXC-DNA inh 3%.
`Cc1ccc(CNS(=O)(=O)c2c(C)nc3scc(C)n3c2=O)cc1` gave TCR activator 3%, KCNH2 WT inh inconclusive, Giardia killer -23, AT treatment -6%, TSHR antag 19, Tb PFK block -3%, GALK inhibitor 3%, Chronic BCR inh -11% and MLL CXXC-DNA inh 6%.
CCCc1n[nH]c(=O)c2c1nnn2Cc1ccccc1 was read as TCR activator -38%, FBPA coupling cs 3, KCNH2 WT inh -12, Giardia killer -6, AT treatment 9%, TSHR antag -1, Tb PFK block 1%, GALK inhibitor -2%, Chronic BCR inh -1% and MLL CXXC-DNA inh 36%[activator].
`COc1ccc(C2CC(c3ccc4ccccc4c3OC(C)=O)=NN2C(C)=O)cc1` (stereo not given) gave TCR activator -2%, FBPA coupling cs -2, KCNH2 WT inh -7, Giardia killer 1, AT treatment 1%, TSHR antag -4, Tb PFK block 2%, GALK inhibitor 1%, Chronic BCR inh -4% and MLL CXXC-DNA inh -1%.
Screening C=CCNC(=O)N1CCCC(C(=O)c2cccc(Cl)c2)C1 (stereo not given) returned FBPA coupling cs 7, KCNH2 WT inh -24, Giardia killer 7, AT treatment 3%, TSHR antag -8, Tb PFK block -2%, GALK inhibitor 1%, Chronic BCR inh 1% and MLL CXXC-DNA inh -2%.
CCC(C)[C@H]1CNCCN1CCc1cccc2ccccc12 (stereo not given in full) was read as TCR activator -7%, KCNH2 WT inh -2, Giardia killer -17, AT treatment -20%, TSHR antag 11, Tb PFK block -20% and Chronic BCR inh -8%.
For CCCC1C(C(=O)OCC)=C(C)NC(C)=C1C(=O)OCC the results were TCR activator -4%, FBPA coupling cs 2, KCNH2 WT inh -1, Giardia killer -18, TSHR antag -8, Tb PFK block 2%, GALK inhibitor -1%, Chronic BCR inh -1% and MLL CXXC-DNA inh 12%.
Cc1c(NC(=S)NC(=O)c2ccccc2Br)c(=O)n(-c2ccccc2)n1C was read as TCR activator 4%, FBPA coupling cs 1, KCNH2 WT inh 4, Giardia killer 5, AT treatment -5%, TSHR antag -4, Tb PFK block 0%, GALK inhibitor 1%, Chronic BCR inh 2% and MLL CXXC-DNA inh 6%.
Screening O=C(CN1CCN(c2ccccc2)CC1)Nc1ccc2c(c1)OCCO2 returned TCR activator -11%, FBPA coupling cs -1, KCNH2 WT inh -10, Giardia killer 6, AT treatment 1%, TSHR antag -2, Tb PFK block -7%, GALK inhibitor 0%, Chronic BCR inh -26% and MLL CXXC-DNA inh 11%.
For O=C(Nc1ccc(NC(=O)c2cccs2)c(Cl)c1)c1ccco1 the results were TCR activator 0%, FBPA coupling cs 0, KCNH2 WT inh inactive, Giardia killer inconclusive, AT treatment 2%[11.5 µM], TSHR antag -1, Tb PFK block 1%, GALK inhibitor 2%, Chronic BCR inh inconclusive and MLL CXXC-DNA inh 10%.
For CS/C(=C\[N+](=O)[O-])Nc1ccccc1 the results were TCR activator 6%, FBPA coupling cs 0, KCNH2 WT inh -13, Giardia killer 2, GALK inhibitor -3% and MLL CXXC-DNA inh -8%.
Cc1cc(NC(=O)CCCC(=O)N(CC(=O)NCCc2ccccc2)Cc2ccc(F)cc2)no1 was read as FBPA coupling cs 1, KCNH2 WT inh -20, Giardia killer -4, AT treatment 0%, TSHR antag -10, Tb PFK block -2%, GALK inhibitor -1%, Chronic BCR inh inconclusive and MLL CXXC-DNA inh 5%.
Screening CCCc1cc(=O)n2[nH]c(C)cc2n1 returned TCR activator 5%, FBPA coupling cs 1, KCNH2 WT inh 17, Giardia killer -1, AT treatment -2%, TSHR antag -4, Tb PFK block 0%, GALK inhibitor 2%, Chronic BCR inh 8% and MLL CXXC-DNA inh 2%.
For COc1cc(/C=N/NC(=O)Cc2ccc(Br)cc2)cc(OC)c1O the results were TCR activator 0%, FBPA coupling cs 4, KCNH2 WT inh -3, Giardia killer 3, AT treatment 1%, TSHR antag 15, Tb PFK block -23%, GALK inhibitor 0%, Chronic BCR inh inconclusive and MLL CXXC-DNA inh 0%.

The order is random, and some 1.6% of all compounds hit somewhere here.
